# Bioassay records deposited in PubChem by several laboratories.
# TMEM16A inh: mouse TMEM16A channel inhibition, primary screen | HEK293 TMEM16A/YFP iodide influx fluorescence, ionomycin | Q8BHY3 | AID 588511 | 310,000 compounds, 1.2% hits | normalized B-score (activity score, 25-100; higher = stronger inhibition) at 10 µM;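 active = ratio plate-corrected score three or more library SD toward inhibition, starting fluorescence score within five deviations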;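 also: score derived from kinetic fluorescence span divided by baseline fluorescence per well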
# RGS4 pot: potentiators or activators of RGS4; HEK293 M3R/inducible RGS4, carbachol calcium flux Fluo4; hits give low values; B-score at 10 µM; 310,000 compounds, 0.92% hits;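 active = B-score of the integrated calcium signal more than 4 SD below the library mean, with starting fluorescence not abnormally high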;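 also: negative B-score means reduced calcium response which marks RGS4 activation or potentiation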
#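 test system = M3R-expressing HEK293 line, RGS4 induced by doxycycline | probe or stimulus = carbachol at ECmax as muscarinic agonist stimulus | timing = dye loading 30 min 37 °C, buffer rest 30 min RT | signal = calcium dye Fluo4 fluorescence | evaluation = B score from integrated fluorescence ratio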
# KCNQ1 pot: human KCNQ1 channel potentiation or activation. P51787. CHO-K1 KCNQ1, thallium flux FluxOR fluorescence; hits give high values. B-score at 10 µM. 310,000 compounds, 0.35% hits. AID 2648;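 active = fluorescence ratio B-score, a plate-corrected score, at least three library SD, with initial intensity B-score within 5 SD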
#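 assay system = KCNQ1-transfected CHO-K1 cells | medium = assay buffer with matched DMSO | probe or stimulus = depolarizing K+/Tl+ stimulus, K2SO4 and Tl2SO4 each 12.5 mM in 5x stock | dosing = single dose | incubation = dye 90 min, compound 20 min, room temperature | detection = kinetic FluxOR fluorescence, 10 s baseline plus 110 s post-stimulus | evaluation = ratio B score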
# ANO1 activ: mouse TMEM16A channel activation, primary screen | Q8BHY3 | 340,000 compounds, 0.3% hits | HEK293 TMEM16A/YFP-H148Q/I152L, iodide quench fluorescence; hits give low values | B-score at 10 µM;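 active = fluorescence-ratio B-score plate-corrected deviation score at least 3 library SD below zero, with starting fluorescence score within 5 deviations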;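 also: channel opened by trigger with iodide after compound preincubation; score built on the fluorescence ratio of max minus min over baseline; more negative score means more quench and so TMEM16A activation or potentiation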
# KCNK3 block: human KCNK3 channel inhibition, primary screen; O14649; CHO-KCNK3 thallium flux, FluxOR fluorescence; hits give low values; B-score at 10 µM; 340,000 compounds, 0.84% hits;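 active = B-score under library mean minus 4 SD, starting fluorescence ratio at most library mean plus 5 SD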;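 also: more negative B-score means stronger inhibition of thallium flux through KCNK3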
# KCNQ1 inh: human KCNQ1 channel inhibition. P51787. CHO-K1 KCNQ1, FluxOR thallium flux fluorescence; hits give high values. B-score at 10 µM. 310,000 compounds, 1.3% hits. AID 2642;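 active = compounds whose thallium flux B-score, printed positive for inhibition, exceeds three library SD while starting fluorescence stays within three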;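 also: channel opened by potassium depolarization with thallium stimulus after 20 min compound exposure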
# SKKanGAS inh: inhibitors of SKKanGAS S. pyogenes growth in kanamycin (SK-promoter or general growth effect) | BacTiter-Glo, 6 h | inhibition, % at 7.5 µM | 300,000 compounds, 1.3% hits | AID 1662;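 active = mean replicate score, as percent of positive control median, at least 50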;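 also: strain carries kanamycin resistance gene driven by streptokinase promoter and grows in 40 µg/ml kanamycin; loss of luminescence reflects streptokinase promoter inhibition or plain growth inhibition; 0% = median of DMSO wells and 100% = positive control at its reference dose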
# HDAC3 inhib: blocks human histone deacetylase 3; O15379; recombinant HDAC3, fluorogenic peptide/trypsin coupled, fluorescence; inhibition, % at 8.3 µM; 320,000 compounds, 0.15% hits; in the data active = inhibition above about 26%, passing the limit was not always enough
# Target sequence (O15379 whole entry, looked up): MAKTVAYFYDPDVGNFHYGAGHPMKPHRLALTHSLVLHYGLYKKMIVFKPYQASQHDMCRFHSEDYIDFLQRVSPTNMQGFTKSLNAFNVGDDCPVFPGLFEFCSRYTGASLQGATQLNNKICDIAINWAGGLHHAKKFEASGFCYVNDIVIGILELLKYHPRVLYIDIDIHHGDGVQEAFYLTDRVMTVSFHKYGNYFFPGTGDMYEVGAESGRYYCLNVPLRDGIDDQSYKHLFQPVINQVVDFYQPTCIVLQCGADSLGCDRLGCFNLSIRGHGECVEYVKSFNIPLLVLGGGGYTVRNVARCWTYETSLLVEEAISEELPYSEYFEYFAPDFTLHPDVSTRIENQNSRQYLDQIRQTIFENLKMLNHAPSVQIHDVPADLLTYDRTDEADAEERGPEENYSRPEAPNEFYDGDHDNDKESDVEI
# hERG rescue: shields human hERG channel from block by proarrhythmic agents. Q12809. CHO-hERG, FluxOR thallium flux, dofetilide IC70 present. activation (rescue from dofetilide block), less the hit threshold, % at 10 µM. 310,000 compounds, 0.51% hits. AID 1511;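 active = activation above the mean of controls blocked by dofetilide plus 5 SD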;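 also: thallium influx through hERG after potassium depolarization seen as dye fluorescence rise; in these data hits start at about 4.7%; inactives centre near -7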
# RGS4 inh: inhibitors of human RGS4; HEK293 M3R/RGS4 inducible, Fluo-4 calcium flux; hits give high values; triggered by carbachol at its EC20; P49798; B-score at 10 µM; AID 463165; 310,000 compounds, 0.45% hits;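 active = B-score, a plate-corrected calcium signal, over three deviations above library mean, with baseline fluorescence within five deviations of library mean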;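 also: RGS4 expression induced by doxycycline in cells with stable M3 receptor; B-score is computed from the integrated fluorescence ratio over baseline after carbachol; higher B-score means a larger calcium signal and so more RGS4 inhibition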
# Target sequence (P49798 whole entry, looked up): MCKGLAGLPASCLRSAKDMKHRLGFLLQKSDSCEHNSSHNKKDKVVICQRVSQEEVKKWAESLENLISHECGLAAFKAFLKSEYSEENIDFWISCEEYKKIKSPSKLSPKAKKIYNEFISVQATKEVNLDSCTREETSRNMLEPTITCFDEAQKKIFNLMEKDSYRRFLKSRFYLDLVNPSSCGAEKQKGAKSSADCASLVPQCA
# KCNK9 block: blocks the human KCNK9 two-pore domain potassium channel | HEK293 KCNK9, FluxOR thallium flux fluorescence; hits give low values | 310,000 compounds, 1.2% hits | B-score at 10 µM | AID 488922 | Q9NPC2;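 active = ratio B-score over 3 SD below the library mean, with starting fluorescence within 5 SD of its mean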;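 also: negative B-score means less thallium flux so channel inhibition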
# Target sequence (Q9NPC2 whole entry, looked up, the tested form may be a part): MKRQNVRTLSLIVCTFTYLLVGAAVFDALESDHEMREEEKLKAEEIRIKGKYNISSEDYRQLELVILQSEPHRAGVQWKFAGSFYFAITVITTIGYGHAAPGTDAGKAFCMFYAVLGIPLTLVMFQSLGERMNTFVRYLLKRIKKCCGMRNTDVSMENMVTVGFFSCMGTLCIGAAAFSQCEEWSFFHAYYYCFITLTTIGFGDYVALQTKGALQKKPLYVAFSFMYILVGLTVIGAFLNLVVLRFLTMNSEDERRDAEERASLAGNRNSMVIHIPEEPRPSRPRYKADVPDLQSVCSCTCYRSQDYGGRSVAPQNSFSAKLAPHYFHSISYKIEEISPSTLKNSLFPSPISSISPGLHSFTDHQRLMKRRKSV
# An asterisk follows results filed as active; i = inactive; nt = no result given.
# Value order: RGS4 pot	KCNQ1 inh	TMEM16A inh	KCNQ1 pot	HDAC3 inhib	ANO1 activ	hERG rescue	SKKanGAS inh	KCNK3 block	RGS4 inh	KCNK9 block
> Cc1cc(Nc2nc3ccccc3nc2Cl)n(-c2ccc([N+](=O)[O-])cc2)n1
  i	i	100*	i	1	i	-4	7	i	i	i
> O=C(NCc1ccccc1)c1ccc(NC2=NC3CS(=O)(=O)CC3S2)cc1 (stereo not given)
  i	i	i	i	-3	i	-2	-4	i	i	i
> COc1ccc(CN2CCN(C(=O)CC(C)C)CC2)cc1OC
  i	i	i	i	0	i	-5	-2	i	i	i
> CCOC(=O)N1CCN(c2ncc(C(F)(F)F)cc2Cl)CC1
  i	i	i	i	8	i	-10	1	i	i	i
> Nc1ccc2c(c1Cl)C(=O)c1ccc(N)c(Cl)c1C2=O
  i	i	nt	i	nt	i	-5	-1	i	i	i
> COCCN(Cc1cc2cc(C)ccc2[nH]c1=O)S(=O)(=O)c1ccc(Cl)cc1
  i	i	i	i	-6	i	-5	-3	i	i	i
> Cc1ccc(CSc2nnc(CCNC(=O)OC(C)(C)C)o2)cc1
  i	i	i	i	6	i	-7	-3	i	i	i
> COc1cc2c(cc1OC)C(C(=O)NCc1ccco1)C1c3ccccc3CCN1C2=O (stereo not given)
  i	i	i	i	10	i	-20	5	i	i	i
> CC(=O)c1c(C(C)=O)c(C)n(Cc2ccccc2)c1C
  i	i	i	i	7	i	-6	1	i	i	i
> CCN(CC)CCCNS(=O)(=O)c1ccc(OC)cc1
  i	i	i	i	5	i	-8	1	i	i	i
> COc1cc(C2C(C#N)=C(N)Oc3cc(C)n(CCc4ccccc4)c(=O)c32)cc2c1OCO2 (stereo not given)
  i	i	i	i	0	i	-13	6	i	i	i
> CCCCSc1nnc(-c2ccc(NC(=O)CCc3ccccc3)cc2)n1C
  i	i	i	i	2	i	-20	-6	i	i	i
> CNC(=S)N1N=C(c2ccccc2)CC1c1ccc(OC)c(OC)c1 (stereo not given)
  i	i	i	i	5	i	-9	0	i	i	i
> CCOc1ccc(NC(=O)c2cccc3c2C(=O)N(CC2CCCO2)C3)cc1 (stereo not given)
  i	i	i	i	-3	i	-8	-4	i	i	i
> Cc1ccc(S(=O)(=O)N2CCN(C(=O)COC(=O)c3c(C)cc(C)cc3C)CC2)c(C)c1
  i	i	i	i	5	i	-13	7	i	i	i
> COc1ccc(N2CCN(S(=O)(=O)c3ccc(C(=O)NCc4ccco4)cc3)CC2)cc1
  i	i	i	i	nt	i	-5	-8	i	i	i
> CCC(C)NC(=O)CN(c1ccc(OC)cc1)S(=O)(=O)c1ccc(NC(C)=O)cc1 (stereo not given)
  i	i	i	i	-3	i	-12	-2	i	i	i
> CCc1nnc(NC(=O)c2cccc(OC)c2)s1
  i	i	i	i	4	i	-2	1	i	i	i
> O=C(N/N=C/c1cc(Br)c(O)c([N+](=O)[O-])c1)C(O)(c1ccccc1)c1ccccc1
  i	i	i	i	7	i	0	5	i	i	i
> Cn1c(CNC(=O)c2ccco2)nnc1SCC(=O)Nc1ccc(Br)cc1F
  i	i	i	i	nt	i	-7	-6	i	i	i
> COc1ccc(C2OCC3(CO2)SC(=O)NC3=O)cc1OC (stereo not given)
  i	i	i	i	1	i	-13	-4	i	i	i
> COc1ccc(CNC(=O)C(c2ccc(C)o2)N(C(=O)c2snc(C(N)=O)c2N)c2ccccc2OC)cc1 (stereo not given)
  i	i	i	i	-2	i	-4	3	i	i	i
> N=c1n(CCN2CCCCC2)c2ccccc2n1CC(=O)c1cccs1
  i	i	i	i	1	i	-13	-3	i	i	i
> COc1ccc(NC(=O)NCc2cccnc2)c(OC)c1
  i	i	i	i	-4	i	-3	1	i	i	i
> O=C(NCc1ccccc1)c1c[nH]c2ccc(F)cc2c1=O
  i	i	i	i	-2	i	-3	-3	i	i	i
> COc1ccc(OC)c(NC(=O)c2cc(S(=O)(=O)N3CCCCC3)c[nH]2)c1
  i	i	i	i	-8	i	-14	-1	i	i	i
> CCOC(=O)CCNc1n[nH]c(=O)[nH]c1=O
  i	i	i	i	4	i	-3	0	i	i	i
> Cc1cc(C)nc(/N=c2/ssnc2Cl)c1
  i	i	i	i	3	i	-9	-5	i	i	i
> CCCCOc1ccc(C2(C)NC(=O)NC2=O)cc1 (stereo not given)
  i	i	i	i	-3	i	-6	-2	i	i	i
> CCOc1ccc(CCNC(=O)c2sc3nc4n(c(=O)c3c2C)CCC4)cc1OCC
  i	i	i	i	-6	i	-11	7	i	i	i
> Cc1ccc(NC2=NCCCCC2)cc1
  i	i	i	i	-1	i	-11	4	i	i	i
> Cc1cc(/C=C(\C#N)c2nc3ccccc3[nH]2)c(C)n1C
  i	i	i	i	2	i	-6	-1	i	i	i
> CC1(C)CC(=O)C2=C(C1)N(Cc1ccco1)C(=O)C2(NC(=O)c1ccc(Cl)cc1Cl)C(F)(F)F (stereo not given)
  i	i	i	i	2	i	-9	6	i	i	i
> COc1ccccc1C(=O)n1nc(-c2ccco2)nc1SC
  i	i	i	i	5	i	-13	0	i	i	i
> Cc1ccc(CNC(=O)C2CC(c3cccc([N+](=O)[O-])c3)=NO2)cc1 (stereo not given)
  i	i	i	i	10	i	-5	1	i	i	i
> COc1ccc(/C=N/NC(=O)OC(C)(C)C)cc1OC
  i	i	i	i	5	i	-9	-2	i	i	i
> CC(=O)NC1(C(F)(F)F)C(=O)N(Cc2ccccc2)C2=C1C(=O)CC(C)(C)C2 (stereo not given)
  i	i	i	i	4	i	-9	-3	i	i	i
> O=C(c1cc(=O)c2ccccc2o1)N1CCN(c2cccc(Cl)c2)CC1
  i	i	i	i	3	i	-15	4	i	i	i
> CCCCCN1C(=O)Cn2c(nc3ccccc3c2=O)C1C (stereo not given)
  i	i	i	i	4	i	-12	2	i	i	i
> CC(C)Cc1nc2sc3c(=O)[nH]cnc3c2c2c1CCCC2
  i	i	i	i	2	i	-1	-1	i	i	i
> CCOC(=O)c1ccc(NC(=O)Nn2cnnc2)cc1
  i	i	i	i	-3	i	-5	4	i	i	i
> O=c1c(Cl)c(N/N=C/c2ccc(Br)cc2)cnn1-c1ccccc1
  i	i	i	i	-3	i	-12	13	i	i	i
> Cn1c(=O)n(C)c2cc(/C=C3/SC(=O)N(CC(=O)N4CCOCC4)C3=O)ccc21
  i	i	i	i	-8	i	-11	-8	i	i	i
> CN(C)CCNC(=O)c1cc(Sc2ccc(F)cc2)nc2ccccc12
  i	i	i	i	1	nt	-4	-1	nt	i	i
> C=CCSc1nnc(NC(=O)c2ccc(Cl)nc2)s1
  i	i	i	i	-11	i	-7	15	i	i	i
> CCc1cc(C(=O)OCC(=O)N2CCC(c3ccccc3)=N2)sc1C
  -7.2*	i	i	i	-11	i	-6	27	i	i	i
> O=C(Nc1nonc1NC(=O)c1cccs1)c1cccs1
  i	i	i	i	0	i	-23	-5	i	i	i
> COc1cc(S(=O)(=O)Nc2ccccc2C)ccc1Cl
  i	i	i	i	1	i	-6	4	i	i	i
> COc1ccc(CC(=O)c2ccc(OC)c(OC)c2C)cc1OC
  i	i	i	i	2	i	-10	-6	i	i	i
> CCCCOc1ccc(C(O)(CC)CCN2CCOCC2)cc1 (stereo not given)
  i	i	i	i	2	i	2	2	i	i	i
> CC(C)(C)c1nnc2sc(SC/C(O)=C(\C#N)c3nc4ccccc4[nH]3)nn2c1=O
  i	i	i	i	-7	i	-10	8	i	i	i
> COc1ccc(Cn2c(-c3ccc(OC)cc3)n[nH]c2=S)cc1
  i	i	i	i	10	i	2	1	i	i	i
> c1ccc(CNc2ncnc3c2oc2ccccc23)nc1
  i	i	i	i	8	i	-8	-8	i	i	i
> CNC(=S)N/N=C/c1ccc(OCC(=O)Nc2c(C)cc(C)cc2C)c(OC)c1
  i	i	i	i	4	i	-6	-12	i	i	i
> CCOC(=O)Cn1c(O)c(N=NC(=O)CNC(=O)Cc2ccccc2)c2ccccc21
  i	i	i	i	-2	i	-8	4	i	i	i
> O=C(Nc1ccccc1C(=O)N1CCN(Cc2ccccc2)CC1)c1ccccc1
  i	i	i	i	0	i	-14	12	i	i	i
> COc1ccc(C(=O)c2c(C)oc3ccc(O)cc23)c(OC)c1
  i	i	i	i	0	i	-1	0	i	i	i
> CCCCn1c(N)c(N(CC)C(=O)CN2C(=O)NC(C)(c3ccccc3)C2=O)c(=O)[nH]c1=O (stereo not given)
  i	i	i	i	-2	i	-8	1	i	i	i
> Cc1ccc(C)c(N2CCN(C(=O)CSc3ccsc3[N+](=O)[O-])CC2)c1
  i	i	i	i	4	i	-5	10	i	i	i
> Cc1ccccc1OCCSc1nnc(C)n1-c1ccccc1
  i	i	i	i	3	i	-6	-18	i	i	i

# Three compounds from above with just KCNK9 block and RGS4 inh:
structure	KCNK9 block	RGS4 inh
Cc1ccc(NC2=NCCCCC2)cc1	i	i
C=CCSc1nnc(NC(=O)c2ccc(Cl)nc2)s1	i	i
CCOC(=O)Cn1c(O)c(N=NC(=O)CNC(=O)Cc2ccccc2)c2ccccc21	i	i

# Other entries.
# Value order: RGS4 pot	KCNQ1 inh	TMEM16A inh	KCNQ1 pot	HDAC3 inhib	ANO1 activ	hERG rescue	SKKanGAS inh	KCNK3 block	RGS4 inh	KCNK9 block
> S=c1[nH]nc(-c2cccs2)n1/N=C/c1cn(-c2ccccc2)nc1-c1cccs1
  i	i	i	i	1	i	-14	29	i	i	i
> CCOC(=O)c1cc(C)sc1NC(=O)C1CCC1
  i	i	i	i	11	i	-8	-2	i	i	i
> CN(CC(=O)Nc1ccc(F)c(F)c1F)C(=O)/C=C/c1ccc(Cl)cc1
  i	i	i	i	6	i	-11	-18	i	i	i
> Clc1nnc(N2CCCCC2)c2ccccc12
  i	i	i	i	3	i	-8	-20	i	i	i
> CCOc1ccccc1CNC(=O)Cn1c(=O)oc2ccccc21
  i	i	i	i	1	i	-1	6	i	i	i
